# Compound activity (PubChem)
# NOD2 inhibition: NOD2 signaling inhibitors, cell-based, luminescence, uHTS, HEK293 (AID 1566); 0.63% of 290,000 active; inhibition, % at 4 µM, or EC50 in µM where a hit was titrated; HEK293 NOD2/NF-kB luciferase reporter, luminescence; higher % means a stronger effect; note: many of its hits are not listed in these tables
# GPR55 beta-arrestin: GPR55 agonists via beta-arrestin recruitment, primary screen, imaging, U2OS cells, beta-arrestin-GFP redistribution (AID 1961). U2OS GPR55 beta-arrestin-GFP redistribution imaging; higher % means a stronger effect. activation, % at 10 µM, or EC50 in µM where a hit was titrated. 0.048% of 290,000 active. G-protein coupled receptor 55 (Homo sapiens);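 active = activation above 40% with more than 50 cells counted in the well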;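 note: U2OS osteosarcoma cells stably expressing GPR55 and beta-arrestin-GFP; plate controls were DMSO negative control for no effect and LPI positive control for full effect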
# NOD1 NF-kB reporter: NOD1 signaling inhibitors, primary screen, cell-based, luminescence, uHTS (AID 1578). NOD1-driven NF-kB luciferase reporter cells, luminescence; higher % means a stronger effect. inhibition, % at 4 µM, or EC50 in µM where a hit was titrated. 1% of 290,000 active; in the data active = inhibition mostly above about 36%, no sharp cut-off; inactive = mostly below about 34%;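 note: HEK-293T reporter cells stimulated with the NOD1 agonist gamma-tri-DAP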
# KOR beta-arrestin-1: KOR agonists, beta-arrestin recruitment, primary screen, cell-based, luminescence, uHTS (AID 1777); Kappa-type opioid receptor (Homo sapiens); KOR beta-arrestin recruitment, luminescence; higher % means a stronger effect; activation, % at 10 µM; hits with a dose series show EC50 in µM; 0.02% of 280,000 active; in the data active = activation above about 50%, passing the limit was not always enough; note: a part of the inactive calls stands beside numbers as strong as those of hits
# TNAP activators: human TNAP enzyme activators, primary screen, biochemical, luminescent, no phosphate acceptor, uHTS (AID 1001); Alkaline phosphatase, tissue-nonspecific isozyme (Homo sapiens); purified TNAP, luminescent activation assay, no phosphate acceptor; higher activation fold means a stronger effect; activation fold at 20 µM; hits with a dose series show EC50 in µM; 0.03% of 200,000 active; in the data active = activation fold from about 3, or a potency from the dose series; inactive = the rest, 99 in 100 with activation fold below about 1.6; note: many of its hits are not listed in these tables
# KOR beta-arrestin-2: KOR antagonists, beta-arrestin recruitment, cell-based, luminescence, uHTS (AID 1778); 0.091% of 290,000 active; KOR beta-arrestin recruitment, luminescence, antagonist mode; higher % means a stronger effect; one-dose inhibition, % at 10 µM; IC50 in µM for titrated hits; Kappa-type opioid receptor (Homo sapiens); note: strong numbers were not always called active
# CSM14.1 death rescue: rescue of cells from ER stress-induced death, primary screen, 384-well, CSM14.1, thapsigargin, ATP luminescence (AID 1222) | CSM14.1 thapsigargin-induced death rescue, ATP luminescence; higher % means a stronger effect | cellular ATP content (survival), % at 20 µM; hits with a dose series show EC50 in µM | 190,000 tested, under 10 active;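 active = EC50 below 50 µM in the dose-response confirmation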;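 note: death triggered by thapsigargin at about 15 µM added after 2 h compound pretreatment; cell ATP read after overnight thapsigargin exposure of roughly 18 to 22 hours; normalized against plate controls of thapsigargin alone and 5% DMSO vehicle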
# Yfh1-off respiration: enhancers of respiration in Yfh1-depleted yeast, dose response, Friedreich's ataxia, plus single-dose screen (AID 1465). 0.074% of 220,000 active. one-dose fold induction at 50 µM; EC50 in µM for titrated hits. S. cerevisiae Yfh1-off respiration, WST-1 reduction, 72 h; higher fold induction means a stronger effect;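 active = fold induction of absorbance versus untreated yeast above a set limit, then at least 30% activation at any dose in follow-up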;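 note: activators that raise dye reduction in frataxin-depleted yeast; strong numbers were not always called active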
# NTR1 agonist: agonists of NTR1, primary screen, imaging, U2OS cells, beta-arrestin-GFP, high content (AID 493036) | 0.17% of 330,000 active | Neurotensin receptor type 1 (Homo sapiens), P30989 | NTR1-U2OS beta-arrestin-GFP spot imaging, agonist mode | activation, % at 20 µM;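 active = activation at or above 40% of the spot to cytoplasm intensity ratio, with at least 20 cells analyzed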;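 note: 0% = DMSO without peptide and 100% = 100 nM NTR1 peptide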
# Target sequence (P30989 whole entry, looked up): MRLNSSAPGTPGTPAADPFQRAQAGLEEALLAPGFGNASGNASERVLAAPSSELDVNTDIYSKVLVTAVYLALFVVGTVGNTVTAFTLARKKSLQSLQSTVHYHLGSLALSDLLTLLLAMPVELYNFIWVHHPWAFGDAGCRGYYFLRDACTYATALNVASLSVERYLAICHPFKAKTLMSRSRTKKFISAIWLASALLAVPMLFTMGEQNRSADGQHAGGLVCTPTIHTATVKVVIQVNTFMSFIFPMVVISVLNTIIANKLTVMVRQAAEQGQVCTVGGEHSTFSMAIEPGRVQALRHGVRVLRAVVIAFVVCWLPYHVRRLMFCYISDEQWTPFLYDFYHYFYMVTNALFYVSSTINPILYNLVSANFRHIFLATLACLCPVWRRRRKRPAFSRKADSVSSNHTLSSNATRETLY
# NTR1 agonist cell count 20 µM: recorded beside NTR1 agonist, whose call it bears; cell count; measured here: cell count, cytotoxicity flag
# * = called active by the depositor; i = inactive; . = no result given; [ ] = remark or other dose. Cut-off read from the data, not from the text of the source, unless noted: active = inhibition above about 50%; inactive = the rest. An excerpt, so the mix of outcomes need not match the whole.
SMILES,NOD2 inhibition,GPR55 beta-arrestin,NOD1 NF-kB reporter,KOR beta-arrestin-1,TNAP activators,KOR beta-arrestin-2,CSM14.1 death rescue,Yfh1-off respiration,NTR1 agonist,NTR1 agonist cell count 20 µM
O=C1CCCC/C1=C/Nc1ccc(S(=O)(=O)Nc2ncccn2)cc1,-6.6%,0.0%,-32.8%,6.4%,1.1,-29.8%,-1.8%,i,1.1,39
O=C(O)c1cccc(-c2ccc(/C=C3/SC(=Nc4ccccc4)N(Cc4cccnc4)C3=O)o2)c1,53.1%*,0.0%,15.0%,6.2%,.,-24.8%,.,.,2.2,77
COc1ccc(-c2csc(NCc3ccco3)n2)cc1C,-69.9%,-0.1%,-37.7%,-3.0%,1.1,-7.9%,1.3%,i,3.4,36
Cc1nc2scc(C)n2c(=O)c1S(=O)(=O)NCc1ccc(F)cc1,-0.4%,0.0%,-7.1%,8.1%,.,-40.9%,.,.,2.1,52
O=C(CCS(=O)(=O)c1ccc2c(c1)NC(=O)CS2)NCCc1ccc(Cl)cc1,9.7%,0.3%,-4.0%,1.6%,.,-25.4%,.,.,2.4,68
CC(C)CN(CC(C)C)c1ccc(/C=N/n2cnnc2)cc1[N+](=O)[O-],3.0%,-0.1%,-12.4%,-9.0%,0.9,-29.1%[20 µM],0.7%,i,6.7,67
O=C(NCc1cccnc1)c1cc([N+](=O)[O-])ccc1N1CCOCC1,15.6%,0.6%,-32.9%,2.6%,1.1,-5.0%,0.5%,i,1.9,45
OCCN1CCN(c2nc(-c3ccccc3)c3cc(Br)ccc3n2)CC1,-11.1%,-0.1%,-12.3%,-1.1%,.,-12.8%,.,.,4.2,85
CCn1c(SCc2cccc(F)c2)nnc1-c1cccnc1,14.7%,-0.3%,-28.8%,3.8%,1.1,10.5%,0.0%,i,-0.2,88
O=C1CC(N(O)C2CC(=O)N(Cc3ccccc3)C2=O)C(=O)N1Cc1ccccc1 (configuration not stated),2.2%,-0.1%,-29.1%,16.2%,1,-18.6%,6.6%,i,1.3,92
Cc1ccc(O)c(-c2cc(C(=O)Nc3c(C)n(C)n(-c4ccccc4)c3=O)[nH]n2)c1,12.5%,-0.2%,-22.2%,2.8%,1.6,-24.3%,-2.1%,i,-1.7,56
CC(=O)Nc1ccccc1C(=O)C(=O)Nc1ccc(Cl)cc1,-3.6%,0.7%,-47.8%,-0.9%,1.1,-18.3%,-0.2%,i,0.0,49
Nc1cc(Cl)ccc1C(=O)OCC(=O)NC1CCS(=O)(=O)C1 (configuration not stated),-2.8%,-0.1%,1.7%,5.6%,1.1,-34.7%,0.2%,i,2.9,76
CC1(C)OC(c2ccccc2)=C/C(=C/C=C2C(=O)c3ccccc3C2=O)O1,17.1%,0.0%,0.2%,-9.6%,0.7,75.5%,-1.4%,i,-1.5,84
COc1ccc(OC)c(/C=C/C(=O)N(C)CC(=O)Nc2cc(C)ccc2C)c1,4.4%,-0.2%,-1.5%,-0.7%,1,-14.2%,-0.8%,i,1.3,48
CC(C)c1ccc(N(CC(=O)NN=C2CCN(C)CC2)S(=O)(=O)c2ccccc2)cc1,-11.9%,-0.3%,-18.5%,-3.0%,1.2,24.6%,-0.4%,i,1.2,45
COc1ccc(-c2n[nH]c(C)c2-c2cnn(-c3ccccc3)c2)c(O)c1,19.5%,0.3%,7.5%,-0.5%,1.3,39.0%,0.8%,i,6.0,84
COc1ccc(/C(C)=N/NC(=O)CNC(=O)CCc2ccccc2)c(OC)c1,-11.3%,0.0%,-10.7%,0.9%,.,-10.0%,.,i,0.4,68
CCN(CC)S(=O)(=O)c1ccc(NC(=O)c2cccs2)cc1,-0.1%,-0.1%,-33.9%,.,1,9.5%[20 µM],-0.9%,i,1.6,45
COc1ccccc1NC(=O)c1cc(-c2ccc(C)o2)nc2ccccc12,7.2%,-0.1%,-11.4%,-2.0%,.,-15.5%,.,.,0.9,48
CC1(C)CC(=O)C=C(NCCN2CCN(C(=S)Nc3ccc(F)cc3)CC2)C1,-11.4%,0.3%,3.3%,0.0%,.,-1.4%,.,i,-1.3,41
O=C(CN1C2=NCCN2c2ccccc21)C12CC3CC(CC(C3)C1)C2,-13.0%,-0.4%,6.1%,2.6%,0.9,14.8%,-6.2%,i,1.1,60
CCOCCCNS(=O)(=O)c1ccc(NC(=O)c2ccc(OC)c([N+](=O)[O-])c2)cc1,9.2%,-0.1%,-21.2%,-2.8%,1.1,9.9%,2.2%,i,2.2,45
COc1ccccc1-n1c(SCC(=O)Nc2cccc(S(N)(=O)=O)c2)nc2ccccc2c1=O,15.8%,-0.5%,-32.8%,-2.3%,1,0.4%,2.9%,i,0.2,35
CCOc1ccc(C(=O)C[n+]2cccc3cc(C)ccc32)cc1,2.9%,-0.4%,-21.4%,3.5%,.,-30.4%[20 µM],.,.,-3.3,54
Cc1oc2ncnc(N)c2c1C,10.3%,-0.1%,11.0%,4.5%,1,2.6%,0.2%,i,-0.3,23
Cc1ccccc1OCC(=O)Nc1nnc(-c2ccncc2)s1,4.3%,-0.1%,4.7%,-0.7%,.,16.3%,.,i,1.1,44
CCOC(=O)N1CCN(C(=O)/C(=C\c2cccs2)NC(=O)c2cccs2)CC1,5.1%,-0.1%,-13.0%,-1.6%,1.1,-56.1%[20 µM],-1.8%,i,-1.4,87
O=c1oc2cc(S(=O)(=O)NCCCO)ccc2c2ccc(S(=O)(=O)NCCCO)cc12,24.9%,0.4%,-0.3%,1.8%,.,-0.2%,.,i,0.9,54
CCOc1c2ccc(C(=O)NC3CCCc4ccccc43)cc2nn1CC (configuration not stated),15.5%,-0.3%,-21.8%,-3.0%,1,3.6%,4.1%,i,-0.3,63
O=C(CSC1=NCCS1)Nc1cccc2ccccc12,7.1%,0.0%,-5.8%,-2.2%,0.9,-15.1%,0.2%,.,2.6,52
CCC(=O)N1CCc2cc(Br)cc(S(=O)(=O)NCCCN(CC)Cc3ccccc3)c21,0.2%,0.6%,-6.6%,-2.1%,.,-24.1%,.,.,-1.0,40
CCN1CCCC1CNC(=O)c1csc2c1CCCC2 (configuration not stated),2.8%,0.4%,-26.9%,-5.3%,1.1,26.0%,-3.0%,i,-0.6,47
COc1cc(Cl)c(C)cc1NC(=O)COc1cc(C)nc(C(C)C)n1,15.5%,-0.2%,-1.7%,0.5%,1.1,24.1%,0.5%,i,2.1,76
O=C(NC(=S)NC1CCCC1)c1ccccc1,-33.3%,0.7%,-61.9%,-0.2%,.,19.0%,.,.,1.6,49
CSc1ccccc1C(=O)NCCOc1ccccc1C,-10.6%,0.1%,-38.4%,-2.2%,1.1,-20.0%,-0.6%,i,0.0,58
O=S(=O)(c1ccccc1)c1nc(-c2cccs2)oc1NCCCn1ccnc1,4.5%,-0.1%,-41.4%,-4.5%,1,-16.2%,.,i,0.7,69
Cc1nc2sc(C(c3cccs3)N3CCN(Cc4ccccc4)CC3)c(O)n2n1 (configuration not stated),11.0%,-0.1%,-2.2%,-1.8%,1,16.4%,-1.0%,i,0.1,95
CC(C)(C)c1ccc(S(=O)(=O)N2CCN(C3CCCC3)CC2)cc1,34.2%,0.3%,13.4%,-2.3%,.,-10.2%,.,.,-2.1,57
CCC(c1nnnn1Cc1ccc2c(c1)OCO2)N1CCN(CC)CC1 (configuration not stated),8.1%,0.2%,-23.8%,-6.0%,1.1,-36.7%[20 µM],-1.4%,i,0.3,52
COc1ccc(NC(=S)N2CCC(NC(=O)c3ccc(OC)cc3)CC2)cc1,-2.4%,-0.2%,-11.9%,0.7%,.,-46.0%,.,.,0.1,46
CN(c1ccccc1)S(=O)(=O)c1cccc(C(=O)Nc2nn[nH]n2)c1,7.2%,0.2%,-2.9%,4.7%,.,9.9%,.,i,0.3,35
CCC(NC(=O)OC(C)(C)C)C(=O)Oc1ccc2c3c(c(=O)oc2c1)CCC3 (configuration not stated),-2.0%,-0.1%,-3.9%,8.8%,1.1,-6.1%,0.3%,i,-1.0,48
CC(C)(C)C(=O)NC(n1cnc2c(N3CCOCC3)ncnc21)C(Cl)(Cl)Cl (configuration not stated),-19.5%,0.0%,-28.2%,-0.5%,1,-3.2%[20 µM],-1.0%,i,-0.6,57
O=C1CC(C(=O)N2CCOCC2)C2(CCCCC2)O1 (configuration not stated),-10.2%,0.3%,-11.3%,2.1%,1.1,-15.7%,-3.3%,i,-0.1,42
COc1cc2ncnc(NCc3cc(F)ccc3F)c2cc1OC,-28.7%,0.3%,0.3%,-4.8%,.,-5.8%,.,.,-1.1,84
C=CCn1c(SCC(=O)NCCO)nc2sc(C)c(C)c2c1=O,11.7%,-0.3%,-15.7%,0.0%,1.1,-7.0%,-0.3%,i,-0.2,42
CN(CCc1ccccn1)C(=O)Nc1ccc(C(C)(C)C)cc1,6.1%,0.3%,-8.6%,3.1%,.,3.9%,.,i,0.1,50
C=CCc1cc(C=O)cc(OC)c1OCc1ccc(Cl)cc1,2.4%,-0.1%,10.5%,4.0%,1.1,-26.8%,-1.3%,i,10.7,57
COc1cc(Nc2ncnc(N)n2)cc(OC)c1,-13.0%,0.7%,-1.0%,0.1%,.,0.8%,.,i,1.7,58
O=C(O)C1CC(=O)N(c2ccc(OCc3ccccc3Cl)cc2)C1 (configuration not stated),14.1%,0.0%,-2.1%,-1.9%,1,19.2%,2.5%,i,-0.7,58
CCN(CC)C(=O)Cn1cc(C(=O)C(=O)NCCCn2ccnc2)c2ccccc21,13.2%,-0.4%,-19.9%,0.1%,1,-5.4%,-0.1%,.,-0.3,42
O=C(Nc1cc(Cl)cc(Cl)c1)Nc1cnccn1,10.5%,-0.1%,-20.4%,-3.3%,.,1.8%,.,.,0.5,50
COCCNC(=O)/C(C#N)=C/c1ccc(N2CCOCC2)o1,-3.5%,-0.2%,-46.2%,-0.2%,0.7,19.8%,-1.5%,>100µM*,0.0,51
CC1CCN(C(C(=O)O)c2ccccc2)CC1 (configuration not stated),7.1%,-0.4%,-53.4%,-3.2%,1.1,8.4%,-0.4%,i,-0.9,53

# Structures listed so far with a COOH group:
SMILES,NOD2 inhibition,GPR55 beta-arrestin,NOD1 NF-kB reporter,KOR beta-arrestin-1,TNAP activators,KOR beta-arrestin-2,CSM14.1 death rescue,Yfh1-off respiration,NTR1 agonist,NTR1 agonist cell count 20 µM
O=C(O)c1cccc(-c2ccc(/C=C3/SC(=Nc4ccccc4)N(Cc4cccnc4)C3=O)o2)c1,53.1%*,0.0%,15.0%,6.2%,.,-24.8%,.,.,2.2,77
O=C(O)C1CC(=O)N(c2ccc(OCc3ccccc3Cl)cc2)C1 (configuration not stated),14.1%,0.0%,-2.1%,-1.9%,1,19.2%,2.5%,i,-0.7,58
CC1CCN(C(C(=O)O)c2ccccc2)CC1 (configuration not stated),7.1%,-0.4%,-53.4%,-3.2%,1.1,8.4%,-0.4%,i,-0.9,53
